Bioassay records as filed in PubChem BioAssay.
Scp-1 inhibitor: blocks human Scp-1 phosphatase activity | Recombinant Scp1, phosphopeptide, malachite green phosphate absorbance | inhibition, % at 20 µM | Q9GZU7 | 0.88% of 340,000 active | AID 493091;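 active means inhibition above about 50% at 20 µM, limit read from the data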;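 further: plate controls were DMSO wells with enzyme for no effect and wells lacking enzyme for full effect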
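Test system – truncated SCP-1 phosphatase (76-261aa) · Reagent – Phosphorylated 17-residue peptide substrate · Incubation – 45 min room-temperature reaction, 5 min colour, 30 min stabiliser · Detection – colorimetric phosphate reagent with accelerator and stabiliser, absorbance at 630 nm · Measure – % inhibition at 20 µM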
LMPTP block: LMPTP (human) inhibition | P24666 | recombinant LMPTP-A, OMFP fluorogenic substrate, fluorescence intensity | inhibition, % at 20 µM | 0.22% of 360,000 active | AID 651560;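 active means compounds that cut the enzyme signal by at least half of the control window in the single-dose screen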;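 further: plate controls were DMSO wells with enzyme plus substrate for no effect and substrate without enzyme for full effect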
Target sequence (P24666 whole entry, looked up): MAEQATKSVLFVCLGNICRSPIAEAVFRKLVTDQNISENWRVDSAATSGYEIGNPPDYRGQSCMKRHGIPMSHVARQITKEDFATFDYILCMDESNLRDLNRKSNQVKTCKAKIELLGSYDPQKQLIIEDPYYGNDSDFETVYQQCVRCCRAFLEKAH
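material = LMPTP-A | quantity = 0.625 nM enzyme | reagent = OMFP substrate, 400 µM final | buffer or medium = Bis-Tris pH 6.0, DTT, detergent | detection = endpoint fluorescence intensity from OMFP dephosphorylation | dosing = single 20 µM dose | read-out basis = % inhibition relative to no-enzyme and uninhibited control wells | control set = no-enzyme and uninhibited controls | timing = 50 min at room temperature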
SUMO1-SIM PPI: SUMO1-SIM interaction modulation; SUMO1 binding to a labelled peptide, TR-FRET, 1 h; 0.33% of 360,000 active; inhibition, % at 20 µM; P63165; in the data active means inhibition above about 37%
NadD inh: inhibitors of Staphylococcus aureus NadD | 0.78% of 360,000 active | purified NadD enzyme, colorimetric absorbance read-out | inhibition, % at 20 µM; in the data active means inhibition above about 26%; further: some compounds past the cut are filed as inactive
MsrA inhibitor: bovine MsrA inhibition | inhibition, % at 15.5 µM | AID 651718 | purified bovine MsrA, absorbance read-out | 0.75% of 360,000 active; in the data active means inhibition above about 4.5%;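 further: 0% = vehicle wells with enzyme and 100% = reference inhibitor wells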
DNMT1 block: DNMT1 (human) enzyme inhibition | AID 588458 | 0.83% of 360,000 active | inhibition (reported as % activation of signal), % at 10 µM | DNMT1 molecular beacon, Hinp1I cleavage, fluorescence; in the data active means inhibition above about 50%
Tb MetRS inh: Trypanosoma brucei MetRS inhibition. purified T. brucei MetRS, ATP depletion, Kinase-Glo luminescence. 0.4% of 360,000 active. inhibition, % at 11.9 µM;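 active means inhibition above a per-plate cutoff of the control wells' mean inhibition plus 3 SD, cut at about 5.5% in these data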;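 further: 0% = DMSO wells median and 100% = median of wells with control inhibitor compound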
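assay system = parasite MetRS enzyme | timing = 15 min preincubation, 2 h reaction, all 25 °C | evaluation = percent inhibition relative to median high and low control wells | medium = HEPES buffer containing pyrophosphatase, BSA, spermine, DTT | compound = single dose, 11.9 µM final nominal, 0.9% final DMSO | detection = Kinase-Glo luminescence, ATP depletion format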
Rpn11 inh: Rpn11 (human) deubiquitinase inhibition | human 26S proteasome, Ub4-pepOG fluorescence polarization; 20S core pre-blocked with epoxomicin | calls only at 20 µM | 0.59% of 360,000 active | AID 588493;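 active means inhibition at 20 µM, scaled to each plate's controls, above about 33%, limit read from the data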
CSN deneddyl inh: CSN deneddylation inhibition. Q92905. Purified CSN, SCF-Nedd8-OG deneddylation, fluorescence polarization. inhibition, % at 12.5 µM. 0.38% of 360,000 active. AID 651999;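 active means pattern-corrected inhibition above about 35%, with an unprinted fluorescence ratio check between 0.5 and 1.5, limit read from the data, passing the limit was not always enough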;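 further: 0% = enzyme with substrate and 100% = substrate without enzyme; some results filed as inactive read as strong as hits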
Target sequence (Q92905 whole entry, looked up, one chain of several): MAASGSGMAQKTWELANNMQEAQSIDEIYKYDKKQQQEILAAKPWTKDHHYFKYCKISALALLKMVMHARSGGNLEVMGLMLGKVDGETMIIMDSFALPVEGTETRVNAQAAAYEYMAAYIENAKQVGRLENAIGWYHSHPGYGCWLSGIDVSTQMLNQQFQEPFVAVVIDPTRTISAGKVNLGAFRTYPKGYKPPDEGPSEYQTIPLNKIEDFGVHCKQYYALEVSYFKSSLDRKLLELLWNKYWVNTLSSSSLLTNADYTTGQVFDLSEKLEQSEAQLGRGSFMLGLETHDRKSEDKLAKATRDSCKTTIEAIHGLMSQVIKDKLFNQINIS
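Assay system: purified human Csn5 enzyme expressed in HEK293T cells; Input: 0.24 nM Csn5 enzyme, final concentration; Reagent: 10 nM SCFSkp2-Nedd8OG; Compound dosing: 12.5 µM single point; Times: reaction 90 min, room temperature; Technique: fluorescence polarization readout.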
STEP inh: blocks human striatal-enriched tyrosine phosphatase; P54829; recombinant STEP, OMFP fluorogenic substrate, fluorescence; inhibition, % at 20 µM; 0.25% of 360,000 active; AID 588621;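 active means inhibition at 20 µM, scaled per plate between control wells, above about 37%, limit read from the data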;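 further: 0% = DMSO with enzyme and substrate and 100% = substrate only without enzyme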
Target sequence (P54829 whole entry, looked up): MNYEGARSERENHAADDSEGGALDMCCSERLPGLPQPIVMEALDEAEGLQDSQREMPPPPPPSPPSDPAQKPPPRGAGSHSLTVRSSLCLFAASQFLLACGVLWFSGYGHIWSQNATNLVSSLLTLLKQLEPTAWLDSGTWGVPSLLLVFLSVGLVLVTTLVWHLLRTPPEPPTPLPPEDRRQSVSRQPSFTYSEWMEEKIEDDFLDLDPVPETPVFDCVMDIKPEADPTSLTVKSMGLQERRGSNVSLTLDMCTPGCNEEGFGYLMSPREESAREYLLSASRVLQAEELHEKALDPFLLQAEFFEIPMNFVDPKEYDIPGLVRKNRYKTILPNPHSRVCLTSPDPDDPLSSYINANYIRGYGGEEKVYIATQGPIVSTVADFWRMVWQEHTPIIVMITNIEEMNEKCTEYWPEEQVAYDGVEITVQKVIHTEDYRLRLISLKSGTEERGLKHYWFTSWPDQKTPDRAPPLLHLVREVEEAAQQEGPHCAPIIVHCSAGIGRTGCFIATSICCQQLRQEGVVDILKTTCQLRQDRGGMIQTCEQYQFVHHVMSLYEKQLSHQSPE
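Material: STEP (striatal-enriched tyrosine phosphatase) enzyme, cell-free | Medium: 50 mM Bis-Tris pH 6.0 with 2.5 mM DTT and 0.005% Tween 20 | Read-out: Percent inhibition scaled to no-enzyme and uninhibited-enzyme controls, plate-pattern corrected | Signal: Fluorescence read at 480 nm ex / 540 nm em | Times: 20 min reaction, room temperature, in the dark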
* marks the source's active call; other numbers are inactive results; i = inactive; x = no result given.

cpd | canonical_smiles | Scp-1 inhibitor | LMPTP block | SUMO1-SIM PPI | NadD inh | MsrA inhibitor | DNMT1 block | Tb MetRS inh | Rpn11 inh | CSN deneddyl inh | STEP inh
1 | CCn1ncc(CNC(=O)CCCSc2nc(-c3ccco3)cc(C(F)(F)F)n2)c1C | 6.2 | -2.5 | -4.9 | -13.0 | 1.5 | -3.1 | -1.4 | i | -1.5 | -3.2
2 | COc1ccc(C(NC(C)=O)c2cc(Cl)c3cccnc3c2O)cc1 (configuration not stated) | -6.2 | 3.8 | -8.0 | 6.5 | -0.1 | -8.8 | -0.5 | i | 0.5 | 2.0
3 | CC(C)[C@H](NC(=O)c1ccccc1Br)C(=O)OCc1nc2ccsc2c(=O)[nH]1 | -0.8 | -2.2 | 4.9 | -2.2 | -0.3 | 0.7 | -0.5 | i | 3.3 | -0.1
4 | Cc1cc(S(=O)(=O)N2CCC3(CC2)OCCN3S(=O)(=O)c2cccs2)ccc1F | -13.0 | 2.4 | -3.3 | -6.0 | 1.0 | -0.1 | 0.2 | i | -3.4 | 1.4
5 | CC1CN(CC(O)COC(c2ccc(Cl)cc2)c2ccc(Cl)cc2)CC(C)O1 (configuration not stated) | 0.9 | 0.7 | 3.3 | -8.9 | 1.4 | -2.2 | -1.0 | i | 0.6 | 1.2
6 | Cc1ccc(C=C2SC(=S)N(CCCC(=O)Nc3cccc(C(=O)O)c3)C2=O)cc1 | x | 1.1 | -14.5 | 9.7 | 2.0 | 3.5 | 0.4 | i | 8.3 | 4.8
7 | CCn1c(-c2ccc(-c3ccccc3)cc2)c[nH]c1=S | 16.1 | 0.3 | -0.2 | 10.9 | 0.4 | -0.2 | 0.3 | i | -5.4 | 4.9
8 | O=C(NCc1ccc2c(c1)OCO2)c1nnc(Cc2ccc(F)cc2)o1 | -6.0 | -0.6 | 3.4 | -2.5 | -1.2 | 2.0 | 0.1 | i | -6.5 | -0.8
9 | COC(=O)Cc1c(C)nc2nc[nH]n2c1=O | -8.0 | -0.6 | -3.7 | -2.3 | 0.8 | 1.1 | -0.7 | i | 2.2 | 13.8
10 | CC(C)N(C(=O)c1ccc(-c2ccccc2F)cc1)C(C)C | -6.6 | 1.6 | 2.2 | -2.2 | 2.1 | -0.2 | -0.4 | i | 3.5 | 1.0
11 | CCOc1ccc(N2CC(C(=O)OC)CC2=O)cc1 (configuration not stated) | -4.2 | -1.5 | -1.5 | -6.0 | 0.7 | -1.1 | -0.8 | i | 30.5 | -3.0
12 | Cc1c(NC(=O)C(C)OC(=O)C(NC(=O)c2ccco2)C(C)C)c(=O)n(-c2ccccc2)n1C (configuration not stated) | -5.2 | -0.4 | -1.5 | 3.9 | 0.0 | 7.8 | -0.4 | i | -5.4 | 1.3
13 | CN1CCNC(=O)C1CC(=O)NCCc1ccccc1F (configuration not stated) | -8.4 | -2.2 | 2.0 | -6.2 | -0.3 | -5.8 | -0.3 | i | -2.5 | 0.3
14 | CCN(CC)C(=O)CSc1nc2ncc(Br)cc2[nH]1 | -15.0 | -1.9 | -5.5 | -4.9 | -0.1 | -2.9 | 2.4 | i | -2.2 | 2.2
15 | COc1ccc(CNC(=O)COC(=O)c2cc(-c3ccc(Cl)s3)nc3ccccc23)cc1 | -9.5 | -1.2 | -21.8 | -0.8 | -0.1 | -11.9 | 0.2 | i | 3.0 | 1.1
16 | Cc1cc(NC(=O)Nc2cccs2)no1 | 2.6 | -0.6 | 5.2 | -7.6 | 1.0 | -0.2 | 1.7 | i | -0.8 | 1.4
17 | CCOC(=O)/C(C#N)=C\c1ccc(OCC(=O)Nc2ccc(C)cc2C)c(OC)c1 | -4.3 | -0.1 | -12.0 | -3.4 | -0.4 | 44.2 | -1.1 | i | -0.8 | -1.7
18 | O=C(COC(=O)c1ccc(Br)cc1)Nc1cccnc1Cl | -5.7 | -0.1 | -2.9 | -1.9 | 0.8 | 3.3 | -0.3 | i | -2.0 | -0.1
19 | O=C1C(=O)N(c2nccs2)C(c2ccccc2F)/C1=C(\O)c1ccc2c(c1)OCCO2 (configuration not stated) | -8.0 | 3.7 | -2.0 | 3.5 | 1.8 | -0.4 | -0.8 | i | 6.0 | 2.8
20 | NS(=O)(=O)c1ccc(-c2ccc(C=C3C(=O)c4ccccc4C3=O)o2)cc1 | -11.3 | 7.6 | -4.0 | 3.8 | 0.5 | -0.1 | -0.3 | i | -3.3 | -2.0
21 | COc1ccc(NC(=O)CC2C(=O)N(C)C(=S)N2Cc2ccc3c(c2)OCO3)cc1 (configuration not stated) | 8.2 | -1.1 | -3.1 | -1.2 | -0.1 | 2.1 | -0.8 | i | -3.1 | 1.7
22 | O=C(NC1CCN(S(=O)(=O)c2ccc(Cl)c(F)c2)CC1)c1cccnc1 | -7.1 | -0.2 | -4.0 | 4.2 | -0.7 | -1.9 | 0.4 | i | -5.2 | -1.8
23 | NC(=O)C1CCN(C(=O)c2ccc3nc(N4CCCCC4)sc3c2)CC1 | -8.4 | -1.6 | -0.1 | -6.6 | -0.8 | -0.7 | -0.3 | i | -0.4 | -3.6
24 | COc1cc(/C=C/C(=O)Nc2cc(S(=O)(=O)N3CCOCC3)ccc2N2CCCC2)cc(OC)c1OC | 1.1 | 1.1 | -0.2 | 7.4 | -0.5 | -1.4 | 0.1 | i | 6.1 | 1.4
25 | Cn1cc(-c2nnnn2-c2ccc(Cl)cc2)c(C(F)(F)F)n1 | 0.4 | -0.1 | 2.3 | -7.1 | 0.5 | 2.5 | -0.6 | i | 1.9 | 1.1
26 | CCN(CC)CCCNc1nc(-n2nc(C)cc2C)nc2sc3c(c12)CC(C)(C)OC3 | -7.3 | 0.8 | -1.1 | 2.0 | -1.5 | -1.2 | 0.3 | i | -4.3 | 2.5
27 | COc1cccc(OC)c1C(=O)O/N=C(\N)c1ccncc1 | 6.5 | -1.6 | -2.0 | -5.0 | 1.1 | 1.9 | 0.0 | i | -3.5 | 3.7
28 | COc1cc(OC)cc(C(=O)N[C@H](C(=O)Nc2c(C)n(C)n(-c3ccccc3)c2=O)C(C)C)c1 | -2.4 | -0.4 | 1.0 | -1.4 | 1.0 | 5.3 | -0.2 | i | -4.0 | -2.3
29 | CCN(CC)S(=O)(=O)c1ccc(N2CCOCC2)c(NC(=O)CN2C(=O)NC(C)(c3ccccc3)C2=O)c1 (configuration not stated) | -5.8 | 1.2 | -1.1 | 9.5 | 0.5 | -5.3 | -0.3 | i | 2.6 | -1.6
30 | CCOc1ccc(C(=O)OCc2nnc(-c3cccs3)o2)cc1OC | -3.8 | 1.4 | 1.1 | -4.9 | -0.2 | -3.1 | -1.8 | i | 2.5 | -0.4
31 | C=CCn1c(=NC(=O)c2cc(Cl)sc2Cl)sc2cc(S(N)(=O)=O)ccc21 | -7.6 | 0.6 | -5.2 | 17.0 | 1.6 | 16.9 | -0.3 | i | 4.1 | -0.7
32 | O=S(=O)(c1ccc(Br)s1)N1CCCCC1 | -9.4 | -2.1 | -3.6 | -3.2 | 0.2 | 1.9 | -1.7 | i | -1.1 | -0.6
33 | CCC1(c2ccc(F)cc2)NC(=O)N(CC(=O)Nc2ccc(C)c(S(=O)(=O)N3CCOCC3)c2)C1=O (configuration not stated) | -4.7 | -1.1 | 3.9 | -10.0 | 1.3 | -1.9 | -0.2 | i | 5.0 | -2.3
34 | Cc1cc(-c2ccccc2)nc(N(C)NC(=O)c2c(F)cccc2F)c1S(C)(=O)=O | -10.3 | 1.9 | -1.8 | 5.6 | 0.5 | -5.6 | -0.3 | i | 3.0 | -0.1
35 | CCC(NC(=O)COc1cc2c(c3oc(=O)c(C)c(C)c13)CCC(C)(C)O2)C(=O)O (configuration not stated) | -6.0 | -0.1 | -2.3 | -1.7 | 2.4 | -0.2 | -0.3 | i | 3.3 | 1.2
36 | Cc1cc(C)n(-c2cc(C(C)(C)C)nc3c(-c4ccccc4)cnn23)n1 | -0.7 | 4.5 | 1.0 | -6.5 | -1.0 | 11.8 | -0.6 | i | 2.6 | -1.3
37 | O=C(OCCOc1ccc(Br)cc1)c1ccc(Cl)nc1 | -10.5 | 1.1 | -1.0 | 0.6 | -0.2 | -2.2 | -0.3 | i | -4.5 | 0.5
38 | Cc1cc[n+](Cc2ccccc2)c(N)c1 | -2.7 | 0.7 | 5.9 | -0.2 | 0.8 | -6.3 | -0.6 | i | 108.0 | -0.2
39 | CC(C)(C)NS(=O)(=O)c1ccc(Oc2ncc(C(F)(F)F)cc2Cl)cc1 | -8.6 | -0.5 | 2.9 | -5.1 | 1.2 | -2.8 | -0.4 | i | -1.4 | -1.8
40 | O=[N+]([O-])c1ccc2c(c1)nc1n2CCN(c2ccccc2)C1 | -4.1 | 0.7 | -18.4 | 18.9 | 1.4 | -7.4 | 0.6 | i | 6.7 | -2.8
41 | CC(C)CN(C(=O)CN1CCN(c2ccccc2F)CC1)c1c(N)n(CC(C)C)c(=O)[nH]c1=O | -2.0 | -1.8 | -1.3 | 1.0 | 0.0 | 1.1 | -0.6 | i | -10.4 | 1.7
42 | Cc1c(C(=O)NCC(c2ccco2)N2CCCC2)oc2ccc(Cl)cc12 (configuration not stated) | 1.1 | 2.9 | 4.4 | -6.6 | -0.9 | -1.4 | -0.6 | i | -3.5 | 1.4
43 | CCn1cc(C(=O)N2CCCCC2)c(=O)c2cc(S(=O)(=O)N3CCC(C)CC3)ccc21 | -7.3 | -0.3 | 3.8 | 2.4 | 1.0 | 1.7 | -0.4 | i | -2.9 | -1.7
44 | COc1ccccc1N(C)S(=O)(=O)c1ccc(C(=O)OCC(=O)N2CCCCCC2)cc1 | -10.4 | -0.7 | 2.3 | -8.3 | 1.5 | -6.8 | -0.6 | i | 10.3 | 0.0
45 | Cc1cc(C(=O)N2CCC2(C)C(=O)NCC(C)(C)C)nn1C (configuration not stated) | x | -1.3 | 2.8 | -2.6 | 0.0 | -2.0 | -0.3 | i | 5.4 | 0.7

Whole records as entered above:
Shown for O=C(OCCOc1ccc(Br)cc1)c1ccc(Cl)nc1 = Scp-1 inhibitor: -10.5; LMPTP block: 1.1; SUMO1-SIM PPI: -1.0; NadD inh: 0.6; MsrA inhibitor: -0.2; DNMT1 block: -2.2; Tb MetRS inh: -0.3; Rpn11 inh: i; CSN deneddyl inh: -4.5; STEP inh: 0.5
Shown for Cc1cc(C)n(-c2cc(C(C)(C)C)nc3c(-c4ccccc4)cnn23)n1 = Scp-1 inhibitor: -0.7; LMPTP block: 4.5; SUMO1-SIM PPI: 1.0; NadD inh: -6.5; MsrA inhibitor: -1.0; DNMT1 block: 11.8; Tb MetRS inh: -0.6; Rpn11 inh: i; CSN deneddyl inh: 2.6; STEP inh: -1.3
